A549 viability: counter-screen for Nrf2 inhibitors: cytotoxicity in A549 cells | AID 504648 | 0.16% of 390,000 active | A549 ARE-Fluc cells, CellTiter-Fluor viability, 18-24 h | Potency, µM (titrated, usually from 46 µM), for inactives: at the top dose activity change, negative = cytotoxicity, usual class: inhibitors; note: % is set by controls: 0 for no effect and ±100 for the full control effect
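A549 ARE-Fluc cells in 5% FBS OPTI-MEM, 5000 cells/well, rested 2 h then exposed to compounds in concentration-response for 18-24 h at 37 °C. Viability by CellTiter-Fluor fluorescence (Ex 405/Em 525) after 30 min; luciferase luminescence (BugLite, 15 min, RT) read afterwards.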
S2 tox: viability counter-screen for ATXN expression inhibitors; 0.49% of 400,000 active; S2 cells (HEK-293 line with an ATXN2-luciferase reporter) viability, CellTiter-Fluor protease fluorescence, 24 h; Potency, µM (top dose mostly 56.7 µM), hits mostly cytotoxic; AID 651635; note: nearly all actives have a fitted effect of over 40% in size
Nrf2 inh: blocks Nrf2 signaling | 2.1% of 360,000 active | AID 504444 | Potency, µM (doses to about 46 µM), without a hit: top-dose activity change, negative = inhibition, usual class: inhibitors | A549 ARE-Fluc reporter, luciferase luminescence, 18-24 h; note: % is set by controls: 0 for no effect and ±100 for the full control effect; nearly all actives have a fitted effect of over 60% in size
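In this cell-based qHTS, ARE-driven firefly luciferase in A549 cells reports Nrf2 activity; the luminescent signal after BugLite lysis is the measured value, with a prior CellTiter-Fluor read for cell health.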
ATXN2 expr inh: reduces ATXN2 reporter expression in HEK-293 cells; HEK-293 ATXN2-luciferase reporter, luminescence, 24 h; Potency, µM (titrated, usually from 57 µM), without a hit: top-dose activity change, negative = inhibition, most hits filed as inhibitors; 0.72% of 360,000 active; AID 1745845; note: % is set by controls: 0 for no effect and ±100 for the full control effect; nearly all actives have a fitted effect of over 55% in size
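qHTS (up to 57 uM final) was run with 24 h compound exposure of reporter cells at 37 °C. Each well was multiplexed: SteadyGlo luminescence measured ATXN2-luciferase expression after a fluorogenic Gly-Phe-AFC viability readout (25 uM final).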
TGFb inhibitor: TGF-b pathway inhibition | Potency, µM (top dose mostly 46.1 µM), without a hit: at the highest dose activity, negative = inhibition, actives largely listed as inhibitors | 1.2% of 410,000 active | HepG2 CAGA-GFP TGF-b/SMAD3 reporter, GFP fluorescence, 18 h; TGF-beta stimulated, 500 pg/mL final; note: % is set by controls: 0 for no effect and ±100 for the full control effect; nearly all actives have a fitted effect of over 65% in size
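TGF-beta reporter screen: HEPG2 CAGA-GFP, 1% FBS, 500 pg/mL TGF-beta final, 18 h; per-cell GFP summed per well; curves fitted and categorized by class.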
EPAC2 antagonist: blocks human EPAC2 exchange factor; Q8WZA2; EPAC2 GEF exchange of Rap1B-BODIPY-GDP, fluorescence; Potency, µM (doses to about 114 µM), for inactives: top-dose activity, negative = inhibition, hits mostly inhibitors; 0.18% of 360,000 active; note: % is set by controls: 0 for no effect and ±100 for the full control effect; nearly all actives have a fitted effect of over 45% in size; many of its hits are not listed in these tables
Target sequence (Q8WZA2 whole entry, looked up): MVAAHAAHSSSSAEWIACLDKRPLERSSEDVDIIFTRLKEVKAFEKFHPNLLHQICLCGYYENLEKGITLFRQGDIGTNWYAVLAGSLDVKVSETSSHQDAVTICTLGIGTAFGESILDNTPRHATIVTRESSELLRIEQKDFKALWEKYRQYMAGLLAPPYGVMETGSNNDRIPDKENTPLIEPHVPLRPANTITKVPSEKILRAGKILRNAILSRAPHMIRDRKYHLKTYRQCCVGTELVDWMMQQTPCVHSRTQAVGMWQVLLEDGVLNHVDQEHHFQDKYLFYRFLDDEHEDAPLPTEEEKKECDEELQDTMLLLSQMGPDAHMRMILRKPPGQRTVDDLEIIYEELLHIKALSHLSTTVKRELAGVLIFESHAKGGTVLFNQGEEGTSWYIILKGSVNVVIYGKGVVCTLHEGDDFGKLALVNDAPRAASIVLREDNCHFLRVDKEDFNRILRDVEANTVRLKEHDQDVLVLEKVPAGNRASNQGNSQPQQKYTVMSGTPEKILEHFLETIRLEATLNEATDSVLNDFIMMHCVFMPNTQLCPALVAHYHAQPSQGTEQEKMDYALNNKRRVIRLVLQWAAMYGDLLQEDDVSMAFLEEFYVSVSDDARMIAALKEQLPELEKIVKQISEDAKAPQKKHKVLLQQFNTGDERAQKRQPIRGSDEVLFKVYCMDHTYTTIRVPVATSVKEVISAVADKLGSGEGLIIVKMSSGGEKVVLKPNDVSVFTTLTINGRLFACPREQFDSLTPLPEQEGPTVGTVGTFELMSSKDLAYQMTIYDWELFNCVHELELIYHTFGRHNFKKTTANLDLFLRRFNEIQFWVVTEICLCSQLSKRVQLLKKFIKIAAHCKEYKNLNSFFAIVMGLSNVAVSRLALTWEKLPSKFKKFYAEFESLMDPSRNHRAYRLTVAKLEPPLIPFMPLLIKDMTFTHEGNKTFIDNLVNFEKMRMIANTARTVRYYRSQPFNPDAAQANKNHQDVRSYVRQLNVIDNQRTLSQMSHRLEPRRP
HepG2 tox: kills HepG2 cells in TGF-b inhibitor counter-screen; HepG2 CAGA-GFP viability, ATP luminescence, 18 h; Potency, µM (series often up to 46.1 µM), inactives show at the highest dose activity change, negative = cytotoxicity, hits mostly cytotoxic; 0.76% of 410,000 active; AID 588856; note: some results filed as inactive show a strong effect at the top dose
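CellTiter-Glo luminescence gave cytotoxicity after 18 hours at 37 degrees C. The cells were HepG2 CAGA-GFP in 1% FBS DMEM, stimulated with 500 pg/mL TGF-beta after compound addition. %Activity was normalised to no-cell wells (complete cell-killing) and DMSO (no toxicity), and curves were fitted and classified.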
MCF10A rerep: DNA re-replication induction in MCF 10a cells; MCF 10A DNA re-replication, Hoechst nuclear intensity, 48 h; Potency, µM (top dose mostly 46.1 µM), for inactives: at the top dose activity, positive = re-replication, actives largely listed as activators; 2.9% of 350,000 active; note: % of control where 0% means no effect; nearly all actives have a fitted effect of over 50% in size
Nrf2 ARE act: activates Nrf2 signaling. Potency, µM (series often up to 46.1 µM), without a hit: at the top dose activation, hits mostly activators. AREc32 ARE-luciferase reporter (MCF7-derived line), luminescence, 24 h. 0.31% of 410,000 active; note: % of control where 0% means no effect; nearly all actives have a fitted effect of over 65% in size
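ARE-driven firefly luciferase activity in AREc32 cells measured after a 24 hr compound exposure at 37 deg C, using Steady-Glo reagent and a 30 min room-temperature hold.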
* hit, by the source's call; i = inactive; u = inconclusive; x = no result given; & = joins results of further samples; [ ] = remark or other dose. Calls come from the whole dose curve; as a rule, active = well fitted curve in the direction sought with a large enough effect; inconclusive = small, poorly fitted or top-dose-only effect, or another doubt; inactive = no such curve, though single readings can be large; an effect the other way counts as inactive or inconclusive. Potency is the fitted concentration of half-maximal effect.

SMILES | A549 viability | S2 tox | Nrf2 inh | ATXN2 expr inh | TGFb inhibitor | EPAC2 antagonist | HepG2 tox | MCF10A rerep | Nrf2 ARE act
CC1(C)CC(=O)C(C=NCCN2CCN(C3CC(=O)N(c4cccc(Br)c4)C3=O)CC2)=C(O)C1 (configuration not stated) | -3.1% | i | -5.4% | -7.5% | -2.7% | -2.4% | -1.3% | -1.8% | -0.4%
O=C(c1ccc(Cl)c(Cl)c1)N1CCN(c2ccccn2)CC1 | -5.9% | i | -19.5% | 0.4% | 4.4% | -1.4% | 0.8% | 12.2% | 0.0%
CN(C)c1ccc(N=Cc2nc(-c3ccccc3)oc2OC(=O)c2ccccc2)cc1 | -6.5% | u | 29.5% | 28.8% | 1.7% | 20.2% | -14.7% | -3.9% | 0.5%
CCN(CC(=O)NC1CCS(=O)(=O)C1)S(=O)(=O)c1ccc(C)c(C)c1 (configuration not stated) | 2.2% | i | -6.1% | 2.7% | -50.8% | 3.8% | -12.2% | -5.9% | 0.3%
CCOC(=O)c1c(C)[nH]c(C)c1C(=O)COC(=O)/C=C/c1ccc(OC(F)F)cc1 | 8.8% | i | -7.7% | -9.2% | u | -18.8% | -9.9% | u | -0.2%
OCCn1c(SCCOc2ccccc2)nc2ccccc21 | -7.9% | i | 10.9% | 2.4% | -9.6% | 2.5% | -0.1% | -7.4% | -0.7%
O=C(C1CCCN(Cc2ccncc2)C1)N1CCc2ccccc2C1 (configuration not stated) | -4.0% | i | x | -4.7% | -11.1% | 4.2% | -16.3% | 8.1% | -0.2%
O=C(O)CCCCCNC(=O)c1ccncc1 | -9.8% | i | 5.7% | 2.7% | 35.8%[activator] | 10.0% | -1.5% | 1.2% | -0.8%
c1ccc(Cn2ncc3c(NCc4ccco4)ncnc32)cc1 | -1.4% | i | u | 2.5% | 13.9% | 5.8% | 5.6% | -6.1% | 3.98µM*
O=C(CN(Cc1ccccc1F)S(=O)(=O)c1ccc(Cl)cc1)NCCCO | 1.6% | i | u | -1.7% | -3.5% | 6.0% | -11.8% | 3.8% | -0.4%
C=CCNc1nc(NCc2ccc(N(C)C)cc2)c2sc(-c3ccccc3)cc2n1 | x | u | x | -7.9% | u | -19.2% | 12.6µM* | x | 3.7%
COc1ccc(Cl)cc1NC(=S)NC(=O)c1ccco1 | 2.2% | i | 16.7% | -28.6% | u | 5.3% | 1.8% | -3.6% | 10µM*
O=C1CN(C(=O)COc2ccc(Cl)cc2Cl)C(c2ccccc2)c2cc(F)ccc2N1 (configuration not stated) | -4.3% | u | 3.0%[9.27 µM] | u | u | x | -28.9% | x | -0.9%
COC(=O)[C@]1(Cc2ccccc2)N[C@H](CN(C)C(=O)Nc2ccc(C(F)(F)F)cc2)[C@@H]2C(=O)N(C)C(=O)[C@@H]21 | 0.4% | i | -7.4% | 3.8% | 3.6% | -18.0% | -19.8% | 5.5% | 0.7%
c1nc(NCCN2CCOCC2)c2sc3nc(N4CCOCC4)c4c(c3c2n1)CCC4 | 2.4% | i | -7.0% | -3.4% | u | 5.2% | -3.3% | -6.4% | -0.3%
NS(=O)(=O)c1ccc(NC(=S)NC2CCCCCC2)cc1 | 12.2% | i | 15.4% | 17.7% | -29.1% | -9.4% | -7.2% | -5.2% | 2.7%
CCc1cccc(NC(=O)CCS(=O)(=O)c2cccc3nonc23)c1 | 7.9% | i | 24.1% | -4.2% | 4.4% | -17.2% | -15.8% | 0.8% | 1.8%
O=C(Nc1ccc(O)cc1)c1ccc2c(c1)C(=O)N(N1C(=O)c3ccccc3C1=O)C2=O | 1.6% | i | -11.1% | 2.6% | 2.5% | -21.0% | 1.6% | -3.0% | -0.8%
CCCCn1c(=NC(C)=O)c(C#N)cc2c(=O)n3cccc(C)c3nc21 | 11.3% | i | 4.0% | -24.7% | -6.0% | -5.9% | 3.4% | 11.6µM* | -0.2%
NC(=O)NC(Cc1ccccc1)C(=O)NCCCSc1ccccc1 (configuration not stated) | -2.1% | i | 16.7% | 5.1% | -0.8% | 0.8% | 8.2% | 6.4% | -1.2%
O=C(COC(=O)c1ccco1)NCc1ccc2c(c1)OCO2 | -0.5% | i | 6.1% | -12.0% | 0.0% | 3.2% | -18.7% | 11.2% | 0.9%
O=C(Nc1cccc(-c2ccc(N3CCOCC3)nn2)c1)c1ccc([N+](=O)[O-])cc1 | 1.9% | u | -1.7% | 28.7% | -11.0% | 3.9% | -34.1% | 11.7% | 2.6%
CC(CC(=O)O)NCC1COc2ccccc2O1 (configuration not stated) | 2.5% | i | 7.1% | 7.5% | 1.7% | 2.1% | 6.1% | -7.5% | -0.2%
COc1ccc(/C=C/C(=O)c2ccc(C)c([N+](=O)[O-])c2)cc1O | -9.0% | i | 28.2% | -18.8% | 17.8µM* | -22.0% | 20µM* | u | -2.2%
CCOc1ccc(OCCC(=O)OCC(=O)NC2CCCCC2)cc1 | 0.6% | i | 6.4% | -1.2% | 5.8% | 7.2% | -1.3% | -0.2% | 0.1%
O=c1[nH]c(/C=C/c2ccccc2OC(F)F)nc2c1cnn2-c1ccccc1 | 14.5% | i | u | -16.3% | -1.3% | 2.7% | -9.9% | 14.6µM* | 2.7%
Cc1ccc(C(=O)CSc2nc(-c3ccccc3)ccc2C#N)cc1 | 0.5% | i | 17.3% | -9.6% | 10.9% | -17.0% | 0.4% | 3.66µM* | 4.1%
CN(C)c1ccc(C(=O)OCC(=O)N2CCCCCC2)cc1 | -0.9% | i | u | 43.5%[activator] | 13.6% | 0.4% | 1.2% | -2.3% | 0.3%
Cc1cc(C)c(Cn2ncn(-c3ccc(Br)cc3)c2=O)c(C)c1 | 2.6% | i | -16.0% | -1.8%[11.3 µM] | -7.1% | -0.6% | -21.3% | 8.8% | -0.6%
Cc1ccc(C(=O)C(C)OC(=O)c2ccccc2[N+](=O)[O-])cc1 (configuration not stated) | 1.9% | i | u | 86.9%[activator] | 55.8%[activator] | -6.8% | 10.6% | 4.0% | 3.7%
NC(CC(=O)O)c1cccc(OCc2ccccc2)c1 (configuration not stated) | -10.4% | i | -20.2% | 1.6% | 8.2% | 8.8% | -1.1% | -5.1% | 0.1%
CCOC(=O)c1cnc(-c2ccccc2)nc1N(C)C | 2.3% | i | u | 36.2%[activator] | 3.8% | 1.3% | -28.0% | -4.9% | u
O=C1CCN(Cc2ccccc2)CCN1CCOc1ccccc1 | -12.5% | i | 7.4% | -9.2% | -3.9%&-18.4% | 8.4% | -0.9%&0.0% | -13.2% | 0.1%
CSc1ccc(CNC(=O)C2Cc3cc(S(=O)(=O)N4CCCC4)ccc3N2C(C)=O)cc1 (configuration not stated) | 0.9% | i | 7.1% | 10.1% | -2.7% | 3.2% | -1.8% | 9.2% | 0.1%
Cc1cc(NC(=O)CCC(=O)N(c2ccccc2)C(C(=O)NCC2CCCO2)c2cccnc2)no1 (configuration not stated) | -8.2% | i | 12.0% | 1.8% | -1.0% | -0.3% | -5.5% | 1.2% | 0.5%
O=C(c1ccccc1)c1cc2ccccc2oc1=O | -0.2% | i | u | 52.5%[activator] | 0.0% | u | -8.4% | 0.1% | u
CCc1ccc2[nH]c(=O)c(CN(CCCO)C(=O)NCc3ccccc3)cc2c1 | u | u | 5.0% | -6.1% | -7.3% | 2.1% | -1.1% | 5.2% | 0.2%
CC1(OC(=O)CCc2ccccc2)C(=O)C=C2C=C(c3ccc(C#N)cc3)N(C(CO)CO)C=C2C1=O (configuration not stated) | -14.5% | i | -5.9% | 12.7% | 3.6% | 12.1% | 3.8% | -27.0% | -0.2%
CC1CCC2(CC1)NC(=O)N(CC(=O)NCCc1ccc(F)cc1)C2=O (configuration not stated) | -3.6% | i | 10.4% | -4.5% | -2.4% | -11.0% | 10.5% | 13.0% | -0.9%
CCN1CCN(CC(=O)N/N=C/c2cc(Br)cs2)CC1 | 5.9% | i | 3.3% | x | 14.2% | 8.6% | 1.9% | 1.7% | -0.7%
COc1ccc(CCNC(=O)CSc2nc3c(c(=O)n(C)c(=O)n3C)n2C)cc1OC | -3.4% | u | 11.0% | -3.3% | 8.7% | -2.5% | 1.4% | -3.8% | -0.7%
CC(NS(=O)(=O)c1ccc(OCC(=O)N2CCCC2)cc1)c1ccccc1 (configuration not stated) | 0.1% | i | 5.7% | -1.6% | 10.0% | 2.9% | -11.1% | -11.4% | -0.2%
CC1(c2nnnn2Cc2ccccc2)CCC(=O)N1CCCn1ccnc1 (configuration not stated) | x | i | x | 3.5% | x | 1.8% | x | x | -0.6%
COc1cccc(C(=O)NCC(c2ccc(N(C)C)cc2)N2CCCC2)c1OC (configuration not stated) | -4.2% | x | x | x | -1.9% | x | -15.2% | x | 5.1%
COc1cc(/C=N/NC(=O)COc2ccc(-n3cnnn3)cc2)ccc1OCC(N)=O | -7.4% | i | -9.6% | 6.7% | 18.9% | 0.3% | 1.2% | -0.3% | 0.0%
Fc1cccc(Cc2c(-c3ccccc3)nc3c(Cl)cc(C(F)(F)F)cn23)c1 | x | i | x | 14.4% | -2.2% | 13.4% | -2.1% | x | 0.4%
CCc1cc2c(=O)n(-c3ccccc3)c(SCC(N)=O)nc2s1 | -11.9% | i | -18.5% | 192.2%[activator] | 1.2% | 17.6% | -4.2% | 2.3% | -0.1%
CC1(C)Oc2ccc(C(=O)N/N=C/c3ccc(O)cc3)cc2NC1=O | 1.4% | i | -2.5% | -0.4% | 5.6% | -1.2% | -23.9% | u | 0.1%
COc1ccc(C(=O)COC(=O)c2cccnc2SC)cc1 | 4.9% | i | 4.8% | -12.7% | -10.7% | -6.6% | -10.0% | -2.4% | 2.7%
Cc1cc(F)ccc1NC(=O)C1CCCO1 (configuration not stated) | 2.3% | i | -18.2% | 2.2% | 9.9% | 2.0% | -0.7% | 0.8% | -1.0%

Part of the list above in a different format.
Below each compound – A549 viability	S2 tox	Nrf2 inh	ATXN2 expr inh	TGFb inhibitor	EPAC2 antagonist	HepG2 tox	MCF10A rerep	Nrf2 ARE act
> CC(NS(=O)(=O)c1ccc(OCC(=O)N2CCCC2)cc1)c1ccccc1 (configuration not stated)
  0.1%	i	5.7%	-1.6%	10.0%	2.9%	-11.1%	-11.4%	-0.2%
> CCOC(=O)c1cnc(-c2ccccc2)nc1N(C)C
  2.3%	i	u	36.2%[activator]	3.8%	1.3%	-28.0%	-4.9%	u

Screening data: PubChem BioAssay, National Center for Advancing Translational Sciences (NCATS)

Some of the compounds tested; rates above refer to the full screens.
